S1P4 antag – human S1P4 receptor antagonism. O95977. S1P4-expressing cells, antagonist mode, reporter read-out. inhibition, % at 4.98 µM. 220,000 tested, 0.26% active; in the data active means inhibition above about 29%;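 further: 0% = wells stimulated with agonist and 100% = vehicle wells without agonist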
Target sequence (O95977 whole entry, looked up): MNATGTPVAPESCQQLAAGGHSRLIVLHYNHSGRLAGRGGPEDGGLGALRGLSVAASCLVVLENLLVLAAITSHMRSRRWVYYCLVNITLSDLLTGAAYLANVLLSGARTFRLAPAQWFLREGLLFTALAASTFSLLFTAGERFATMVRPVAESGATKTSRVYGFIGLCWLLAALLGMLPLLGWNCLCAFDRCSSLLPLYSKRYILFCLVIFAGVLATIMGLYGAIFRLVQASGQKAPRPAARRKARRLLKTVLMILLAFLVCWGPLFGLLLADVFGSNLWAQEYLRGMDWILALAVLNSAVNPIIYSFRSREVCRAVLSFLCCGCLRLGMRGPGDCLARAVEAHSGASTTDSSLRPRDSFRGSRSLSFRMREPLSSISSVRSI
BaF3 tox – reduces parental Ba/F3 cell viability, JAK2V617F counter-screen; CellTiter-Glo ATP luminescence; 220,000 tested, 1.1% active; inhibition, % at 5.6 µM;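 active means inhibition above a per-campaign cutoff, the mean inhibition of all tested compounds plus 3 SD, cut at about 27% in these data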;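 further: 0% = DMSO wells and 100% = JAK Inhibitor I control wells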
NPY-Y2 PAM-ag – human NPY-Y2 potentiation or agonism, primary screen. P49146. cells expressing NPY-Y2, potentiator/agonist read-out. activation, % at 3.6 µM. 220,000 tested, 0.45% active; in the data active means activation above about 27%;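 further: cells stimulated with NPY near EC25 plus isoproterenol at EC100; 0% = vehicle plus submaximal agonist and 100% = vehicle plus saturating agonist; some results beyond the cut were filed as inactive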
Target sequence (P49146 whole entry, looked up): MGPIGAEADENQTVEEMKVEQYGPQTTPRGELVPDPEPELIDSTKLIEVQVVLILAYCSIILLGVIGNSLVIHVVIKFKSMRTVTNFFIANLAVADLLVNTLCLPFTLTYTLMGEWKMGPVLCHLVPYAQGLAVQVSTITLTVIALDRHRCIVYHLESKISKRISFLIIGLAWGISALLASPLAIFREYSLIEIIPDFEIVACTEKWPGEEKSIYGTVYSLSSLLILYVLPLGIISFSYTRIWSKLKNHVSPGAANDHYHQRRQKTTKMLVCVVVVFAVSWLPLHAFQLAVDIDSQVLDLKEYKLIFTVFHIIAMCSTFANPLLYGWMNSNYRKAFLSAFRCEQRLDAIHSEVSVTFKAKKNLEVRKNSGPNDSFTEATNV
NPY Y1 blocker – blocks the human neuropeptide Y Y1 receptor | P25929 | HEK293-CNG Y1 cells, membrane potential fluorescence; NPY at EC95, then isoproterenol | inhibition, % at 3.6 µM | 200,000 tested, 1% active;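 active means inhibition above the campaign mean inhibition of all tested compounds plus 3 SD, cut at about 20% in these data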;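 further: 0% = DMSO wells given NPY plus isoproterenol and 100% = isoproterenol alone without NPY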
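Assay system: HEK293 Y1/CNG channel cell line; Doses: single compound dose of 3.6 µM, 0.4% DMSO; Timing: dye 3 h, compound 60 min room temperature, stimulation 45 min; Technique: Membrane-potential fluorescent dye readout; Measure: % inhibition of NPY effect.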
CHOP inh – inhibitors of CHOP induction in ER stress response; inhibition, % at 10 µM; AID 2732; CHO-K1 CHOP-promoter luciferase, tunicamycin-induced, 15-18 h; 220,000 tested, 3.8% active;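 active means compounds that reduced the stress-induced luciferase reporter signal by more than about 70% of percent inhibition, limit read from the data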;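 further: 0% = tunicamycin plus vehicle and 100% = wells without tunicamycin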
Ba/F3 V617F tox – lowers viability of Ba/F3 cells expressing EpoR and JAK2V617F; inhibition, % at 5.6 µM; ATP luminescence; 220,000 tested, 1.1% active;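 active means inhibition above the campaign mean plus 3 SD over all tested compounds, cut at about 24% in these data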;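 further: cytokine-independent growth of Ba/F3 cells driven by EpoR plus mutant JAK2; 0% = DMSO-treated cells and 100% = JAK inhibitor I control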
S1P4 ag – human S1P4 receptor agonism; S1P4-expressing cell line, agonist reporter assay; 220,000 tested, 0.35% active; activation, % at 4.98 µM; O95977; in the data active means activation above about 11%;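 further: 0% = DMSO vehicle and 100% = reference agonist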
NPY1 pot ag – human NPY-Y1 potentiation or agonism, primary screen. NPY-Y1 expressing cells, potentiator/agonist activation. activation, % at 3.6 µM. 220,000 tested, 0.37% active. P25929; in the data active means activation above about 33%, passing the limit was not always enough;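 further: cells stimulated with NPY at EC10 then isoproterenol at EC100; 0% = low agonist plus stimulus and 100% = saturating agonist plus stimulus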
p47phox inh – blocks human p47phox regulatory protein of NADPH oxidases | 220,000 tested, 0.53% active | P14598 | inhibition, % at 24.7 µM | p47phox/p22phox peptide binding, fluorescence polarization, 2 h;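 active means inhibition above about 30%, limit read from the data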;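 further: 0% = p47phox with labelled peptide and 100% = labelled peptide alone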
* hit, by the source's call; . = no result given.

Structure	S1P4 antag	BaF3 tox	NPY-Y2 PAM-ag	NPY Y1 blocker	CHOP inh	Ba/F3 V617F tox	S1P4 ag	NPY1 pot ag	p47phox inh
CCOC(=O)CNC(=O)c1sc(NC(=O)/C=C/c2ccccc2)nc1C	-2	-10	-8	.	17	2	0.0	9	-4
CCC1CCCCN1CCCNC(=O)c1ccc2c(=O)n(Cc3ccc(OC)cc3)c(=O)[nH]c2c1 (centres undefined)	5	3	7	4	42	-3	-3.7	6	-4
Cn1c(SCC(=O)NC(=O)NCc2ccco2)nnc1C(F)(F)F	4	5	10	0	25	2	0.5	9	-7
c1ccc(C(c2ccccc2)N2CCN(Cc3nnnn3C3CCCCC3)CC2)cc1	5	-1	5	4	-4	-2	0.3	-10	-8
Cc1ccsc1-c1nc(CN2CCN(C)C(=O)[C@@H]2C)c(C)o1	2	2	11	-4	8	1	1.9	9	-2
Cc1nc2ccccn2c1C(=O)CSc1cccc(Cl)c1	-20	5	-5	7	21	3	0.4	-1	-8
Cc1cc(OCC(=O)Nc2ccccc2F)nc(C(C)C)n1	-7	2	-1	3	-18	0	2.9	18	-7
CCCc1cc2c(=O)c(-c3ccc4c(c3)OCCO4)coc2cc1OC(=O)c1ccco1	-17	1	-3	0	5	1	-0.7	12	-10
O=C(NNc1nc(N2CCOCC2)nc(N2CCOCC2)n1)Nc1ccc(Cl)cc1	-3	6	-6	2	4	2	-2.7	-15	-14
CN1CCN(c2ccc([N+](=O)[O-])cc2/C=N/NC(=O)c2ccc(F)cc2)CC1	-17	1	10	4	22	-3	2.1	5	-6
COC(=O)c1ccc(NC(=O)c2ccccc2-c2ccccc2C(=O)O)cc1	-6	1	2	1	0	-3	-0.6	14	4
Cc1ccc(S(=O)(=O)Nc2cc(C(=O)O)ccc2N2CCCCC2)cc1	-37	7	-14	0	29	5	3.2	-27	-7
CCOC(=O)c1ccc(NC(=O)C2=C(C)Nc3nc(CCCO)nn3C2c2ccc(OC)cc2)cc1 (centres undefined)	5	1	5	-8	-3	-3	-1.2	-6	-7
COc1ccc(NCC(=O)N2CCCC2)cc1Cl	5	6	-4	7	36	1	2.4	15	1
Cn1c(SCC(=O)N2CCc3ccccc32)nnc1-c1ccc(S(=O)(=O)N2CCCC2)cc1	-3	0	-1	9	15	-4	0.2	14	-8
Oc1ccc(/C=N/Nc2ccc(C(F)(F)F)cn2)cc1	-6	1	11	-1	28	2	0.3	-3	-2
Oc1ccc2ccccc2c1/C=N/c1nccs1	-1	0	-7	-8	9	-3	0.9	2	-13
Cc1ccccc1C(=O)Nc1cccc(NC(=O)c2ccc(-c3ccc(Br)cc3)o2)c1	1	2	3	9	39	-1	0.3	-9	5
CCCC(=O)N1CCN(c2ccc(NC(=O)C(C)(C)C)cc2)CC1	-6	10	-10	0	6	2	-0.2	-4	-8
O=C(CCl)N(CCCNC(=O)C(F)(F)F)c1ccc([N+](=O)[O-])cc1	3	1	-15	.	-220	17	0.6	12	-5
CCN(CC)S(=O)(=O)c1cc(NC(=O)CN2C(=O)NC3(CCCc4ccccc43)C2=O)ccc1C (centres undefined)	-13	5	-11	3	1	-1	-0.2	-6	-17
COc1ccc(S(=O)(=O)N2CCc3ccccc3C2)cc1	7	4	-16	3	20	-2	-0.4	3	-3
CSc1cc(N2CCOCC2)nc(-c2ccccc2Cl)n1	-10	1	-3	-6	24	-1	-0.1	-18	-3
CC1CCN(CC(=O)Nc2cccc(Cl)c2)CC1	-32	1	-17	3	25	-2	1.6	1	-13
CCCC(C)C(=O)Nc1ccncc1 (centres undefined)	0	4	2	1	18	2	-1.8	1	-9
O=C(Nc1ccn(Cc2ccccc2)n1)c1cccc(Cn2cc([N+](=O)[O-])cn2)c1	1	-3	13	-3	-6	-4	13*	13	-10
CCOC(=O)c1ccc(NC(=O)Nc2ccc3c4c(cccc24)C(=O)N3CC)cc1	-5	6	8	0	83*	1	1.0	-9	3
CC(=O)Nc1sc2c(c1C(N)=O)CCCC2	9	4	3	-4	5	-1	-2.5	21	-7
CC1=[N+]([O-])C(C)(C)N(O)C1(C)C	-13	1	17	.	2	-1	0.6	-13	-4
CCOC(=O)N1CCN(C(=O)C2CCCN(c3nc4ccc(OCC)cc4s3)C2)CC1 (centres undefined)	-23	4	-3	12	19	5	-0.5	-23	-14
C/C(CC(=O)N1CCN(C=O)CC1)=N\NC(=O)c1ccc([N+](=O)[O-])cc1	-4	0	0	0	0	-8	-0.1	10	3
O=[N+]([O-])c1cccc(-c2csc(CS(=O)(=O)Cc3ccco3)n2)c1	0	1	0	.	-1	1	4.0	-10	-6
Cc1cccc2sc(NS(C)(=O)=O)nc12	-1	10	-8	3	4	-1	0.9	7	-10
O=C(CSc1c2c(nc3ccccc13)CCC2)N1CCCC1	3	2	-10	-5	13	0	-1.0	3	1
Nc1c(-c2ccccn2)cnn1-c1nc(-c2ccc(F)cc2)cs1	-3	-1	-8	9	42	-5	0.7	-21	-63
COc1ccc(CN(C(=O)/C=C/c2ccccc2Cl)C2CCS(=O)(=O)C2)cc1 (centres undefined)	-5	-1	-36	.	27	-1	1.0	-2	0

Other compounds follow:
Every second line gives: S1P4 antag, BaF3 tox, NPY-Y2 PAM-ag, NPY Y1 blocker, CHOP inh, Ba/F3 V617F tox, S1P4 ag, NPY1 pot ag, p47phox inh
> Cc1c[nH]c2cccc(OCC(O)CNC(C)(C)C)c12 (centres undefined)
  -9, 0, 104*, -18, -16, -5, -0.8, 109*, -2
> CC(C)N(C(=O)Cn1c(SCC(=O)Nc2nccs2)nc2ccccc21)C(C)C
  -8, 2, -12, 5, 2, -2, 0.1, -3, 7
> CCN(CC)CCN(C(=O)c1ccc(Br)s1)c1nc2cc3c(cc2s1)OCO3
  -18, 7, 6, 1, 9, 1, 0.2, 4, -1
> CSc1nc(N)nc(N(C)C)n1
  5, -1, 3, ., 0, -2, -0.5, -14, -19
> O=C(Nc1ccc(Cn2cccn2)cc1)c1ccc(COc2ccc(Br)cc2)cc1
  14, 4, -13, -1, -16, -3, -2.9, 22, 0
> COc1ccc(N2CCN(C(=O)CCN3C(=O)c4ccccc4S3(=O)=O)CC2)cc1
  -2, -3, -1, -4, 5, -3, 2.6, -8, -13
> NC(=S)Cc1nc(-c2ccc(Cl)cc2)cs1
  -4, 8, -4, 3, 54, 1, -0.2, -4, -6
> COc1cc(NC(=O)c2cccc(C)c2)c(Cl)cc1[N+](=O)[O-]
  4, 6, 8, -3, 26, -1, 1.6, -15, 1
> COc1ccccc1CNCc1cc(OC)c(OC)c(OC)c1
  -20, 6, -1, 4, 8, 3, -0.9, 2, -13
> COCCCn1cnc2c(c1=O)c1nc3ccccc3nc1n2-c1ccc(C)cc1
  -5, 1, 9, 3, 13, -4, 3.6, -13, -18
> Cc1ccccc1OCC(=O)Nc1ccc(S(=O)(=O)Nc2ccccn2)cc1
  -16, 5, 0, 0, 11, 0, 3.0, -3, -13
> O=C(COc1cccc(Br)c1)N/N=C/C(=O)c1ccccc1
  -2, 6, -2, 13, 80*, 1, 1.4, -26, -24
> O=C(Nc1ccc(N2C(=O)C3C4C=CC(C4)C3C2=O)cc1)Nc1cccnc1 (centres undefined)
  -1, 2, 12, -6, 21, -1, 1.4, 0, -11
> COC(=O)c1cc(=O)n(Cc2ccc(F)cc2)c(=NCc2ccc(F)cc2)s1
  -15, 5, 2, 0, -33, 1, 1.2, -1, -7
> COc1ccc(C)cc1NC(=O)CSc1nnc(-c2ccco2)n1Cc1ccco1
  -17, 2, -1, -1, 11, -3, -0.2, 1, -12
> CCOC(=O)c1c(C)n(C)c2ccc(O)c(CN(C)C)c12
  -10, 3, 70*, -5, 0, -3, 0.0, 75*, 3
> c1ccc(Oc2cccc(OCCn3cncn3)c2)cc1
  -5, 5, 6, -3, -4, 0, -2.2, 4, 7
> CCCCNC(=O)CSc1nc2ccccc2n1S(=O)(=O)c1ccc(Br)cc1
  -10, 0, -4, 0, 23, -4, 1.6, -14, -13
> O=C(c1c[nH]c(=O)n(-c2ccccc2)c1=O)N1CCc2ccccc21
  -8, 3, -4, -2, 22, 3, 0.1, 4, -1
> Cc1cccc(NC(=O)CSc2nnc(CSc3nc(C)cc(C)n3)n2Cc2ccco2)c1
  4, 4, -1, -3, 30, 0, 1.9, 15, -2
> S=C(NCCN1CCOCC1)N/N=C/c1c2ccccc2cc2ccccc12
  2, 4, -2, 6, 14, 4, 0.6, -6, -32
> Cc1c(C(c2cccc(O)c2)c2c(C)n(C)n(-c3ccccc3)c2=O)c(=O)n(-c2ccccc2)n1C
  -22, 4, -2, 0, 28, 2, 0.7, -15, -3
> C=CC(C)(C)c1cc2cc3ccoc3cc2oc1=O
  11, 8, 0, 3, 32, -1, -0.4, -10, -14
> COc1ccccc1/C=C(/CC(=O)NCc1ccccc1)c1nc2ccccc2s1
  7, 5, 4, 7, -4, 2, -0.1, -18, -41
> CCOC(=O)C1(CCOC)CCN(Cc2nc(C(C)C)cs2)CC1
  -12, 0, -2, 2, -7, -1, 0.3, 7, -4
> CCC(CC)N=C1NS(=O)(=O)c2cc([N+](=O)[O-])ccc21
  -11, -1, 11, 5, -15, -2, 0.9, 5, -7
> O=C(COc1ccccc1Br)c1ccc(O)cc1O
  11, 3, 20, -2, 22, -5, 1.8, 15, -1

An excerpt from the list above, for reference:
Every second line gives: S1P4 antag, BaF3 tox, NPY-Y2 PAM-ag, NPY Y1 blocker, CHOP inh, Ba/F3 V617F tox, S1P4 ag, NPY1 pot ag, p47phox inh
> CCOC(=O)C1(CCOC)CCN(Cc2nc(C(C)C)cs2)CC1
  -12, 0, -2, 2, -7, -1, 0.3, 7, -4
> CCC(CC)N=C1NS(=O)(=O)c2cc([N+](=O)[O-])ccc21
  -11, -1, 11, 5, -15, -2, 0.9, 5, -7
> O=C(COc1ccccc1Br)c1ccc(O)cc1O
  11, 3, 20, -2, 22, -5, 1.8, 15, -1

Taken from above:
`S=C(NCCN1CCOCC1)N/N=C/c1c2ccccc2cc2ccccc12` in S1P4 antag has 2
`CCOC(=O)c1c(C)n(C)c2ccc(O)c(CN(C)C)c12` in p47phox inh has 3
`NC(=S)Cc1nc(-c2ccc(Cl)cc2)cs1` in p47phox inh has -6
`CC(C)N(C(=O)Cn1c(SCC(=O)Nc2nccs2)nc2ccccc21)C(C)C` in CHOP inh has 2
`COc1cc(NC(=O)c2cccc(C)c2)c(Cl)cc1[N+](=O)[O-]` in Ba/F3 V617F tox has -1
`O=C(c1c[nH]c(=O)n(-c2ccccc2)c1=O)N1CCc2ccccc21` in p47phox inh has -1

Source: PubChem
